From PubChem BioAssay
KDM5B inh: Primary screen for KDM5B Histone Demethylases FDH-coupled qHTS; Lysine-specific demethylase 5B (Homo sapiens), Q9UGL1; KDM5B demethylase, FDH-coupled NADH fluorescence (FDH is formaldehyde dehydrogenase); Potency, µM (top dose mostly 57.7 µM), for inactives: top-dose activity change, negative = inhibition, most hits filed as inhibitors; actives 2.6% (n = 220,000); active means well fitted inhibition curve with a large enough effect; inconclusive means small, poorly fitted or top-dose-only effect; inactive means no such curve, though single readings can be large or run the other way; further: 0% is about no effect; nearly all actives have a fitted effect of over 70% in size
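Measured: NADH fluorescence change, 30 min, RT. System: KDM5BΔAP 200 nM final, H3K4me3 peptide, α-KG, Fe(II), ascorbate, NAD⁺ plus FDH, pH 7.5 HEPES. Compounds: titrated, 10 min pre-incubation with enzyme.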
Active calls of the source: *; ? = inconclusive; [ ] = another dose, or the depositor's remark. Potency means the concentration at half of the fitted maximal effect. Only part of the results is shown; count on the stated rates, not on these rows.

SMILES	KDM5B inh
CC(C)C(=O)NCC1CN(Cc2ccccc2)C(=O)c2c(ccnc2-c2ccc(OCC(=O)O)cc2)O1 (stereo not given)	?
Cc1cccc(Oc2nc3c(C)cccn3c(=O)c2/C=C(\C#N)c2nc3ccccc3[nH]2)c1	-25%
COc1ccc(NC(=O)CCc2nnc3n(C)c(=O)c4sccc4n23)cc1Cl	?
CCC(Sc1nc2n[nH]c(C)c2c(=N)n1-c1ccc(Br)cc1)C(=O)N(CC)CC (stereo not given)	-36%
O=C(CSc1c2c(nc3ccc(Cl)cc13)CCCC2)N1CCN(c2cccc(Cl)c2)CC1	-9%
COc1cc(-c2cc(OC)c3c(C)oc(C)c3c(=O)c2)ccc1OC(=O)c1cccc(C)c1	?
COc1ccc2[nH]c(C(=O)N3CCCCCNC(=O)[C@@H]4CCC[C@@H]43)cc2c1	28µM*
COc1cccc(CNC(=O)C2CCN(c3cc(C(F)(F)F)ncn3)CC2)c1	-14%
O=C(Nc1ccccc1C(F)(F)F)Nc1c(N2CCCC2)c2ccccc2oc1=O	-13%
O=C(COc1ccccc1Cl)Nc1ccc(-c2nc3ccccc3s2)cc1	?
COc1ccc(C(=O)Nc2ncc(-c3cccc(N(C)C)c3)c3c2OCC3)cc1	?
CC(=O)Nc1ccc(CN2C[C@H](O)C[C@H]2c2nc(-c3ccc(OC(F)(F)F)cc3)no2)cc1	?
COc1ccc(-c2ccc3nnc(CNC(=O)c4cccc(OC(F)(F)F)c4)n3n2)cc1	?
COc1ccc(NC(=O)Cn2nc(N3CCCCC3)c3ccccc3c2=O)cc1	-13%
Cc1ccc(NCc2cccn2-c2nnc(N3CCC(C(=O)NCCc4ccccc4)CC3)s2)cc1	?
COc1ccc(-n2nc3cc(C)c(NC(=O)c4ccc(-c5ccc(Br)cc5)o4)cc3n2)cc1	?
COc1ccccc1-c1cc(C(=O)N(C)C)nn2cccc12	-3%[149 µM]
CCC(C)c1ccc(-c2csc(NC(=O)Cn3ncc4ccccc4c3=O)n2)cc1 (stereo not given)	12%
O=C(Nc1ccccc1C(F)(F)F)Nc1c[nH]c(=O)[nH]c1=O	-15%
O=C(Cc1ccc2c(c1)OCO2)N1CCc2[nH]nc(-c3ccccc3F)c2C1	2%
Cc1ccc(-c2nc(CN(C)CC(=O)N(C)C)co2)cc1	0%
Cc1ncccc1C(=O)N1CC(Oc2ccccc2-c2nc(-c3ccccc3)no2)C1	?
CCc1ccc2c(CSc3nncn3C(C)C)cc(=O)oc2c1	3%
Cc1cc(OCC(=O)Nc2sc3c(c2C#N)CCC(C)C3)ccc1Cl (stereo not given)	-9%
COc1cc(NC(=O)CC2CCCN(c3cn[nH]c(=O)c3)C2)cc(OC)c1 (stereo not given)	-2%

(more compounds)
SMILES	KDM5B inh
CC(=O)NCC(=O)N1CC(F)(F)C[C@H]1c1nc(C2CC2)no1	-7%
CN(C)C[C@H]1C[C@@H](CO)CN(C(=O)c2ccccc2-c2ccc(F)cc2)C1	3%
Cc1ccc(-n2nnnc2CNS(=O)(=O)c2ccc(Cl)cc2)cc1C	8%
Cc1c(C(=O)O)sc2ncnc(NCC3(O)CCCCC3)c12	20µM*
CCn1c(SC(C)C(=O)c2ccc(Br)cc2)n[nH]c1=O (stereo not given)	-10%
CCOC(=O)c1cnc2ccc(OC)cc2c1Nc1cccc(C(C)=O)c1	-28%
COCCOCC(=O)N1C[C@@H](Oc2ccccc2)C[C@H]1C(=O)N1CCOCC1	48%[activator]
Nc1nonc1-c1nc2ccccc2n1CC(=O)Nc1ccc(F)cc1	-10%
COc1ccc(C(=O)NC2CCN(c3cn[nH]c(=O)c3)CC2)cc1	-12%
O=C(Nc1ccc(I)cc1C(F)(F)F)c1ccc(-c2ccccc2)cc1	-24%
Cn1nc(C2CCNCC2)c2c(C(=O)NC3CC3)cc(C3CC3)nc21	89µM*
CC(C)c1ccc(OCC(=O)N(Cc2cccs2)C2CCS(=O)(=O)C2)cc1 (stereo not given)	-5%
Cc1ccc(C)c(NC(=O)NCC2CCOCC2)c1	18%
O=C(NC1CCCCC1)[C@@H]1Cc2nc[nH]c2CN1C(=O)C1CC1	-16%[86.2 µM]
COCCN1CC(CO)C2(CCN(C(=O)c3nccc4ccccc34)CC2)C1 (stereo not given)	?
CCn1c(=O)n(CC)c2cc(Sc3ccccc3)c(NC(=O)c3cccc(OC)c3)cc21	1%
CC1=C[C@@H](CNCc2ccncc2)[C@H](C(C)C)C[C@H]1Cc1nnc(-c2ccccc2F)o1	-6%[86.2 µM]
COc1cccc(NC(=O)CN2C(=O)NC(c3ccc(C)cc3)C3=C2COC3=O)c1 (stereo not given)	-12%
COc1ccccc1Cn1c(-c2cccc(Cl)c2)nc(C)c(CCO)c1=O	-22%
O=c1[nH]c2cccnc2n1C1CCCC1	-26%[115 µM]
O=C(NCc1ccccc1CN1CCOCC1)c1cnn(-c2ccccc2)c1	9%
COc1ccc(S(=O)(=O)N2CCC(Oc3ncccc3C(=O)N3CCOCC3)C2)cc1 (stereo not given)	0%
CCOc1ccccc1C(=O)Nc1nnc(C2CCCCC2)s1	10%
COc1cccc(-n2ccnc2SCC(=O)Nc2cccc3ccccc23)c1	-26%
COc1cc2ncnc(NCc3cc(F)ccc3F)c2cc1OC	-24%

Further records follow:
SMILES	KDM5B inh
O=C(NNC(=S)Nc1ccccc1)C(c1ccccc1)c1ccccc1	-27%
Cc1c(C(=O)NCc2ccccc2Cl)sc2ncnc(N(C)C3CCCCC3)c12	?
O=[N+]([O-])c1cccc2ccc(/C=C/c3cccc(O)c3)nc12	3%
COc1ccc(-c2ccnc3nc(CCc4ccc(OC)c(OC)c4)nn23)c(F)c1	?
Cc1ccc(C)c(Cn2c(=O)n(CCCC(=O)NCCc3ccc(Cl)cc3)c(=O)c3ccccc32)c1	-22%
CCN(CC)C(=O)CC[C@H]1CNC(=O)[C@@H]2[C@@H](CCN2Cc2ccc(F)cc2)N1C	-7%[86.2 µM]
CC(NS(=O)(=O)c1ccc(Cl)c(Cl)c1)C(=O)OCC(=O)N1CCCCCC1 (stereo not given)	-12%
COc1ccc(-c2[nH]nc3ncc(-c4cccc(F)c4)nc23)c(C)c1	-18%[86.2 µM]
CN(C)C[C@@H]1CN(c2ncccn2)C[C@H]1NC(=O)c1ccc(C#N)cc1	?
O=C(CCc1nnn2c1CN(Cc1ccc(O)c(F)c1)CC2)NCc1ccccc1	-28%
NS(=O)(=O)c1ccc(N/N=C/c2ccc(Cl)cc2Cl)c([N+](=O)[O-])c1	22%
O=C(O)CNS(=O)(=O)c1ccc(Cl)s1	3%
CCN(CC(=O)NC(N)=O)Cc1ccccc1C	20%
CCNc1c(NC(=O)Nc2ccccc2Cl)c(=O)oc2ccccc12	-13%
CN1CCCN(C(=O)CCC[C@H]2NC[C@@H]3C[C@H]2CN(Cc2ccccc2)C3)CC1	-19%
COc1cccc(CNC(=O)CC(c2ccc(C)cc2)N2Cc3ccccc3C2=O)c1 (stereo not given)	4%
CSc1c(-c2ccccn2)c(N)nn1C(=O)C1CC1	-3%
CCCOCCNC(=O)c1c(C)noc1-c1cc(OC)cc(OC)c1	-17%
COc1cccc(OCCOc2ccc(/C=C3\C(=N)N4N=C(S(C)(=O)=O)SC4=NC3=O)cc2OC)c1	?
Cc1ccc2oc(=O)c3cnn(CC(=O)N4CCN(c5ccc(F)cc5)CC4)c3c2c1	1%
O=C(CCC[C@@H]1[C@H]2CCCN3CCC[C@@H](CN1C(=O)c1ccccc1)[C@@H]23)Nc1ccccc1	24%
COCCCN(Cc1ccco1)C(=O)c1cc2c(s1)-c1ccccc1OC2	?
CCCc1noc(-c2cn(C3CCN(C(=O)c4ccc(OC)cc4C)CC3)nn2)n1	-14%
Cc1ccc(NC(=O)c2ccc(=O)n(CC(=O)Nc3cccc(C)c3)n2)cc1	0%
C/C(=N\NC(=O)c1ccc(C)c(C)c1)c1ccc(C)cc1C	13%

The list continues.
SMILES	KDM5B inh
C#CCOc1cccc(C2CC(=O)Nc3c2c(C)nn3-c2ncnc3nc[nH]c23)c1 (stereo not given)	3%
COC(=O)[C@@H](NC(=O)Nc1ccc2oc(-c3cccnc3)nc2c1)C(C)C	?
O=C(NCCc1ccccc1F)c1cc2ccccc2[nH]1	-35%
C=CCON/C(CCC)=C1\C(=O)CC(C)(C)CC1=NC	30%
COC(=O)c1ccc(NC2=C(C(N)=O)S(=O)(=O)c3ccccc32)cc1	?
O=C(O)C(c1c[nH]c2ccc(CO)cc12)N1CCCN(c2ccc(C(F)(F)F)cn2)CC1 (stereo not given)	-3%
CCc1ccc([S+](=O)([O-])c2nnn3c2nc(NC2CC2)c2ccccc23)cc1	?
COC(=O)CNC(=O)c1nc(-c2ccccc2OC)c2ccccn12	89µM*
COc1c(Cl)cc(C(=O)Nc2cccc(-c3nc4ccccc4[nH]3)c2)cc1Cl	?
Cn1c(C(=O)N2CCNc3cnc(Nc4cccc(C(F)(F)F)c4)nc3C2)cc2ccccc21	?
Cc1cccc(C2C=C(c3ccc(F)cc3)Nc3nc4ccccc4n32)c1 (stereo not given)	-19%
COC(=O)CCNC(=O)C1c2ccccc2C(=O)N(c2ccccc2)C12CCCCC2 (stereo not given)	15%
O=C(O)c1cc(-c2ccc(CN3CCCC(CO)C3)o2)ccc1Cl (stereo not given)	?
Cc1ccc(S(=O)(=O)Cc2nc(-c3ccc(C(=O)NCCCOC(C)C)cc3)oc2C)cc1	?
Cc1cccc(Cn2c(CNC(=O)c3ccccc3)nc3ccccc32)c1	18%
CCC(Sc1nc2cc(OC)c(OC)cc2c(=O)n1Cc1ccc(OC)cc1)C(=O)NCCOC (stereo not given)	2%
Fc1ccccc1NC(=S)Nn1cnnc1	3%
CN(C)[S+](=O)([O-])c1ccc2c(c1)OCCN(Cc1ccccn1)C2	-20%[86.2 µM]
O=C(c1cccc(Cl)c1)N1CCn2c(nn(-c3ccc(C(F)(F)F)cc3)c2=O)C1	-12%
CCNCc1ccc(-c2ccc(Cl)cc2)o1	-29%
O=C(c1ccc(N2CC3CC(C2)[C@H]2CCCC(=O)N2C3)nc1)N1CCC(N2CCCCC2)CC1 (stereo not given in full)	?
Cc1oc(-c2ccccc2)nc1CC(=O)Nc1cccc(C(=O)Nc2ccncc2)c1	1%
COc1ccc(CC(=O)NNc2ncnc3c2cnn3Cc2ccccc2)cc1OC	?
CC(NC(=O)CSc1nnc(C2CC2)n1C1CC1)c1ccc2c(c1)CCCC2 (stereo not given)	13%
COc1ccc(CNC(=O)C(C)N2Cc3ccccc3C2=O)cc1 (stereo not given)	2%

15 compounds already listed, sorted by number of heavy atoms, rising.
SMILES	KDM5B inh
O=c1[nH]c2cccnc2n1C1CCCC1	-26%[115 µM]
Fc1ccccc1NC(=S)Nn1cnnc1	3%
CCn1c(SC(C)C(=O)c2ccc(Br)cc2)n[nH]c1=O (stereo not given)	-10%
Cc1ccc(-c2nc(CN(C)CC(=O)N(C)C)co2)cc1	0%
CCOc1ccccc1C(=O)Nc1nnc(C2CCCCC2)s1	10%
COc1cc2ncnc(NCc3cc(F)ccc3F)c2cc1OC	-24%
COC(=O)c1ccc(NC2=C(C(N)=O)S(=O)(=O)c3ccccc32)cc1	?
O=C(Nc1ccc(I)cc1C(F)(F)F)c1ccc(-c2ccccc2)cc1	-24%
CCOC(=O)c1cnc2ccc(OC)cc2c1Nc1cccc(C(C)=O)c1	-28%
COCCN1CC(CO)C2(CCN(C(=O)c3nccc4ccccc34)CC2)C1 (stereo not given)	?
COc1ccc(NC(=O)Cn2nc(N3CCCCC3)c3ccccc3c2=O)cc1	-13%
CCCc1noc(-c2cn(C3CCN(C(=O)c4ccc(OC)cc4C)CC3)nn2)n1	-14%
COc1cccc(CNC(=O)CC(c2ccc(C)cc2)N2Cc3ccccc3C2=O)c1 (stereo not given)	4%
CCn1c(=O)n(CC)c2cc(Sc3ccccc3)c(NC(=O)c3cccc(OC)c3)cc21	1%
COc1cccc(OCCOc2ccc(/C=C3\C(=N)N4N=C(S(C)(=O)=O)SC4=NC3=O)cc2OC)c1	?

An excerpt of these results, field by field.
O=C(Nc1ccccc1C(F)(F)F)Nc1c(N2CCCC2)c2ccccc2oc1=O
  KDM5B inh: -13%
O=C(COc1ccccc1Cl)Nc1ccc(-c2nc3ccccc3s2)cc1
  KDM5B inh: ?

(more compounds)
SMILES	KDM5B inh
O=C(COc1ccc(F)cc1)NCc1ccc2c(c1)CCN2C(=O)c1ccc(F)cc1	?
Cc1ccc(C)c(Nc2cc(C)nc(-c3ccccc3O)n2)c1	?
Cc1ccc(Cn2c(C3CCN(C(=O)Cc4cccc(F)c4)CC3)n[nH]c2=O)cc1	14%
O=C(CN1CCN(c2cnn(-c3ccccc3)c(=O)c2Cl)CC1)Nc1ccc2ccccc2c1	-11%
CC(C)c1ccc(NC(=O)Cn2nnc(C(=O)NCc3ccc4c(c3)OCO4)c2N)cc1	1%
CCN1c2cc(C(=O)Nc3ccc(N4CCOCC4)cc3)ccc2C(=O)N2CCCCC21 (stereo not given)	-23%
COc1ccc(OC)c(CN2CCNc3cc(Nc4ccccc4)ncc3C2)c1	-28%[86.2 µM]
Cc1ccc(N2CCN(C(=O)c3nn(C)c4c3CSc3ccccc3-4)CC2C)cc1 (stereo not given)	-19%
COCCNC(=O)CSc1nc2cc3c(cc2c(=O)n1Cc1ccc(C(=O)NCCc2ccc(OC)c(OC)c2)cc1)OCO3	-17%
CCOc1ccc(NC(=O)C2CCC(CNS(=O)(=O)c3ccc(Br)s3)CC2)cc1 (stereo not given)	-9%
COC(=O)c1ccc2nc(C[C@@H]3C[C@@H](C(C)C)[C@H](CNCc4ccc(OC)cc4O)C=C3C)[nH]c2c1	-19%
c1ccc(-c2nc(CN3CCCC3c3cccs3)co2)cc1 (stereo not given)	-19%
CCc1noc2nc(C)nc(N3CCCC(C(=O)NCc4ccccc4F)C3)c12 (stereo not given)	6%
CC(=O)N1CCC(C(=O)NCc2nnc3ccc(-c4ccc(C)cc4)nn23)CC1	32µM*
COc1ccc(C2(C(=O)N3CCc4ccccc4C3)CCOCC2)cc1	-9%[149 µM]
